# Assay outcomes as filed in PubChem BioAssay.
# M. tuberculosis HTS: M. tuberculosis growth inhibition, HTS (AID 449762) | M. tuberculosis H37Rv growth inhibition, 7H9 media; higher % means a stronger effect | inhibition, % at 25 µM; hits with a dose series show IC50 in µM | hit rate 0.59% among 330,000; in the data active means a potency from the dose series; inconclusive means inhibition above about 70% without an active follow-up result;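 further: bacterial growth assessed after seven days of incubation; strong numbers were not always called active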
# influenza NS1A: NS1A inhibition, H1N1 influenza, cell based functional assay (AID 504329); NS1A functional cell-based assay, percent inhibition; higher % means a stronger effect; inhibition, % at 12.5 µM, or IC50 in µM where a hit was titrated; hit rate 0.3% among 340,000; in the data active means a potency from the dose series; inconclusive means inhibition above about 27% without an active follow-up result; further: strong numbers were not always called active
# PhoP GFP inhibition: PhoP regulon inhibitors, Salmonella typhi PhoP promoter GFP reporter, confirmatory (AID 1850); Salmonella Typhi PhoP-promoter GFP reporter, fluorescence, 4 h; higher % means a stronger effect; inhibition, % at 50 µM, or IC50 in µM where a hit was titrated; hit rate 0.33% among 310,000; in the data active means a potency from the dose series; inconclusive means inhibition mostly from about 25% at the one dose, without a potency; inactive means the rest, 99 in 100 with inhibition below about 19%;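 further: 0% = induced wells with vehicle and 100% = uninduced wells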
# tuberculosis growth: growth inhibition of non-replicating M. tuberculosis (AID 488890) | Mycobacterium tuberculosis non-replicating, growth inhibition; higher % means a stronger effect | inhibition, % at 25 µM; hits with a dose series show IC50 in µM | hit rate 0.39% among 320,000; in the data active means a potency from the dose series; inconclusive means inhibition mostly from about 82% at the one dose, without a potency; inactive means the rest, 99 in 100 with inhibition below about 76%;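 further: plate controls were DMSO cells for no effect and high antibiotic wells for full effect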
# VEEV TC-83 Vero: inhibitors of VEEV TC-83 cytopathic effect, confirmation, Vero cells (AID 588727). Vero cells, VEEV TC-83 cytopathic effect inhibition; higher % means a stronger effect. inhibition, % at 20 µM, or IC50 in µM where a hit was titrated. hit rate 0.13% among 350,000; in the data active means a potency from the dose series; inconclusive means inhibition mostly from about 14% at the one dose, without a potency; inactive means the rest, 99 in 100 with inhibition below about 12%; further: strong numbers were not always called active
# VEEV TC-83 Vero 10K pilot screen: second read-out of VEEV TC-83 Vero, no call of its own (marks repeat the call); inhibition, %; measured here: 10K pilot screen inhibition
# Starred values were filed as active, the others as inactive; i = inactive; ? = inconclusive; . = no result given.
SMILES,M. tuberculosis HTS,influenza NS1A,PhoP GFP inhibition,tuberculosis growth,VEEV TC-83 Vero,others
O=C(COC(=O)CN1C(=O)C2CCCCC2C1=O)NNC(=O)c1ccc(Cl)cc1 (stereo not drawn),0%,-5%,1%,-1%,2.1%,
Cc1ccccc1NC(=O)CSc1nnc(-c2ccco2)c(-c2ccco2)n1,1%,-54%,3%,34%,7.6%,
CC(C)(C)N1C(=O)c2ccc(C(=O)Nc3ccc(O)cc3)cc2C1=O,29%,-5%,-3%,66%,i,
O=C(Oc1cccc(NC(=O)c2cccs2)c1)c1cccc(S(=O)(=O)N2CCCC2)c1,1%,-4%,-6%,15%,0.4%,
CCCN1CCN(C(=O)Nc2cccc(C(F)(F)F)c2)CC1,1%,3%,-4%,-10%,i,
COc1ccc(-n2c(N)c(C(=O)NCc3cccnc3)sc2=S)cc1,13%,-22%,1%,-5%,0.8%,
N#C/C(=C\Nc1ccc(Cl)cc1)S(=O)(=O)c1ccccn1,-8%,-8%,4%,-11%,i,
O=c1[nH]c2cc3c(cc2cc1CN(CCN1CCOCC1)C(=S)NCC1CCCO1)OCO3 (stereo not drawn),-2%,0%,1%,0%,0.3%,
COc1ccc(-n2c(N3CCN(C)CC3)nc3sc4c(c3c2=O)CCCCC4)cc1,0%,8%,-13%,41%,i,
O=C(COc1ccccc1)Nc1ccccc1C(=O)NCc1ccco1,2%,6%,-7%,40%,6.8%,
O=C(COc1ccc(Br)cc1)NCCNC(=O)c1cccnc1,-3%,-5%,-11%,10%,0.7%,
COc1ccc(C2C(C#N)=C(N)Oc3c2c(C)nn3-c2ccccc2)cc1Cn1nc(C)c([N+](=O)[O-])c1C (stereo not drawn),1%,0%,10%,11%,0.4%,
CCOC(=O)N[C@H](Cc1c[nH]c2ccccc12)C(=O)NC1CC1,-3%,.,9%,-9%,i,
COc1cccc(NC(=O)CN2C(=O)C(=O)N(C3CCCC3)C2=O)c1,0%,3%,.,31%,0.2%,
COc1cccc(CNc2ccc(F)c(Cl)c2)c1O,-3%,5%,0%,4%,1.0%,
O=C(Cc1coc2cc(O)ccc12)NNC(=O)c1cccs1,0%,-4%,.,14%,i,
O=C(CCC(=O)OCC(=O)c1ccc(Cl)cc1Cl)Nc1cccc2cccnc12,-1%,4%,-6%,41%,0.7%,
COc1ccc2nc3c(cc2c1)c(NC(=O)C1CCCO1)nn3CC(C)C (stereo not drawn),6%,-21%,13%,10%,7.1%,
CCOC(=O)/C(C(=Nc1ccccc1)Nc1ccccc1)=C(\C)O,6%,2%,-5%,19%,1.1%,
CCOc1cc(CNc2ccccc2)cc(Br)c1OCC(=O)NC(C)(C)C,1%,3%,-6%,2%,i,
O=C(N1CCNCC1)N1CCOCC1,-10%,.,-2%,-5%,.,
COc1cc2c(cc1OC)CN(Cc1ccc(OC)c(C)c1OC)CC2,0%,-1%,-15%,-3%,i,
Cc1ccc(C(=O)Cn2nnc(-c3ccccc3-n3cnnn3)n2)cc1,-1%,-8%,-3%,1%,0.2%,
CN(C)c1ccc(/C=N/NC(=O)CN(c2ccccc2Cl)S(C)(=O)=O)cc1Br,1%,3%,-2%,7%,6.8%,
Cc1ccc(NC(=O)CSc2nccn2C)cc1F,-3%,8%,0%,-2%,1.6%,

# Continued (three carried over from the part before).
SMILES,M. tuberculosis HTS,influenza NS1A,PhoP GFP inhibition,tuberculosis growth,VEEV TC-83 Vero,others
Cc1ccc(C(=O)Cn2nnc(-c3ccccc3-n3cnnn3)n2)cc1,-1%,-8%,-3%,1%,0.2%,
CN(C)c1ccc(/C=N/NC(=O)CN(c2ccccc2Cl)S(C)(=O)=O)cc1Br,1%,3%,-2%,7%,6.8%,
Cc1ccc(NC(=O)CSc2nccn2C)cc1F,-3%,8%,0%,-2%,1.6%,
CCOC(=O)c1c(C)n(C)c2cc(Br)c(C)cc12,1%,3%,-1%,-10%,0.7%,
CCCc1cc(=O)n2[nH]c(-c3cc(OC)c(OC)c(OC)c3)nc2n1,-2%,-6%,-2%,6%,7.0%,
CCOC(=O)n1c(=O)n(Cc2c(Cl)cccc2Cl)c2ccccc21,3%,1%,-2%,8%,2.1%,
Cc1cc(S(=O)(=O)N2CCOCC2)ccc1OCC(=O)NCc1ccco1,6%,5%,9%,-11%,1.1%,
c1ccc(CCCCNCC2COc3ccccc3O2)cc1 (stereo not drawn),4%,5%,-2%,-6%,i,
O=C(O)CC(C(=O)NC1CCCCC1)C1CCCO1 (stereo not drawn),-4%,-6%,16%,-10%,i,
COCCSc1ccccc1C(=O)Nc1cc(C)ccn1,7%,-1%,-5%,2%,0.7%,
CCCCn1c(C(C)NC(=O)COC)nc2ccccc21 (stereo not drawn),-7%,3%,4%,-15%,i,
COc1cc2[nH]c(=O)n(CCCC(=O)NCCc3ccccc3)c(=O)c2cc1OC,-2%,11%,2%,1%,4.5%,
CC(=O)Nc1ccc(S(=O)(=O)NNC(=O)c2ccc([N+](=O)[O-])cc2)cc1,3%,0%,-4%,-1%,0.4%,
O=S(=O)(NCCOc1ccccc1Cl)c1ccc2oc3ccccc3c2c1,4%,8%,-2%,21%,0.8%,
CN1C(=O)C(O)(CC(=O)c2cccnc2)c2ccccc21 (stereo not drawn),-3%,-1%,-15%,3%,i,
COC(=O)c1c(NC(=O)COC(=O)Cn2cnc3ccccc32)sc(C)c1C,-5%,0%,10%,6%,0.4%,
Cc1ccc(S(=O)(=O)N2CCCC(C(=O)NCC3CCCO3)C2)cc1 (stereo not drawn),-14%,-4%,7%,-6%,i,
COc1ccc(-c2[nH]ncc2CN2CCN(Cc3cccs3)CC2)cc1F,1%,-4%,8%,9%,0.1%,
COc1ccc(N=C2NC(=O)S/C2=C\c2ccc(N(C)C)cc2)cc1,8%,12%,6%,15%,i,
CC(=O)Nc1ccc(S(=O)(=O)NCCC(=O)OCC(=O)c2ccc(Br)cc2)cc1,-6%,-2%,6%,6%,7.3%,
COCCn1c(SCc2ccc(Cl)cc2)nc2c1c(=O)[nH]c(=O)n2C,-12%,3%,-9%,2%,1.5%,
CO[C@@H]1O[C@@H]2COC(c3ccccc3)O[C@@H]2[C@@H](OC)[C@@H]1O (stereo partly drawn),-8%,3%,1%,-8%,i,
COc1ccc(/C=C/C(=O)N(C)C2CCS(=O)(=O)C2)cc1OC (stereo not drawn),-1%,-8%,-7%,-11%,2.1%,
COc1ccc(-n2c(SCCNCCO)nc3sc4c(c3c2=O)CCCC4)cc1,0%,0%,-5%,58%,i,
CC(C)(C)n1nc2c(c1NC(=O)c1ccccc1)CS(=O)(=O)C2,-17%,9%,126%,-2%,0.2%,
O=C1CCC(C(=O)Nc2cccc(C(F)(F)F)c2)N1 (stereo not drawn),-4%,2%,-2%,-6%,0.2%,
COc1ccccc1C(=O)COC(=O)c1nc2nc(C)cc(C)n2n1,-5%,2%,-14%,13%,1.1%,
CCOC(=O)C(=O)N/N=C/c1ccco1,4%,-16%,4%,16%,2.8%,
SMILES,M. tuberculosis HTS,influenza NS1A,PhoP GFP inhibition,tuberculosis growth,VEEV TC-83 Vero,others
CCCC(NC(=O)Cc1c(C)c2c(cc(C)c3c(C)coc32)oc1=O)C(=O)O (stereo not drawn),4%,-8%,0%,-7%,3.7%,
CCOC(=O)N1CCc2c(sc(NC(=O)C3COc4ccccc4O3)c2C(N)=O)C1 (stereo not drawn),-1%,-11%,-10%,7%,11%,
CCOc1ccc(-c2nn[nH]n2)cc1OCC,-7%,0%,-5%,-7%,1.6%,
COc1ccc(C2NC(=S)NC3=C2N2CCC3CC2)cc1 (stereo not drawn),-8%,-17%,5%,-10%,2.1%,
O=[N+]([O-])/C=C/c1c(Cl)cccc1Cl,.,-10%,.,.,i,
CCCCn1c(N)c(N(CCOC)C(=O)CCS(=O)(=O)c2ccc(Cl)cc2)c(=O)[nH]c1=O,14%,1%,-3%,4%,1.2%,
c1ccc(CNc2nc3ccccc3n2CCN2CCOCC2)nc1,2%,-1%,1%,2%,0.3%,
CC(=O)c1cccc(NC(=O)COC(=O)c2cccs2)c1,2%,2%,-4%,80%,0.6%,
COc1cccc(/C(O)=C2/C(=O)C(=O)N(c3cc(C)on3)C2c2cccs2)c1 (stereo not drawn),8%,2%,-9%,23%,i,
CCC[C@H]1COCCS(=O)(=O)N1Cc1ccc(Br)cc1,-8%,.,7%,17%,.,
Cc1[nH]c2ccccc2c1C(=O)C(=O)NC1CC1,-7%,-3%,-8%,5%,0.6%,
Cc1ccnc(NC(=O)C2CCN(S(=O)(=O)c3c(C)c(C)cc(C)c3C)CC2)c1,27%,11%,5%,39%,3.9%,
C/C(CC(=O)Nc1cccc(C(F)(F)F)c1)=N\NC(=O)c1cnccn1,1%,5%,-4%,21%,0.6%,
O=C(CCn1c2c(c3ccccc31)CCCC2)NNC(=O)c1ccccc1Cl,-1%,0%,-6%,-25%,8.0%,
O=C(CN1CCOCC1)Nc1ccccc1NC(=O)C1CCN(c2ncccn2)CC1,-7%,-17%,9%,-11%,1.5%,VEEV TC-83 Vero 10K pilot screen=0.1
CCCC(C)NC(=O)/C=C/c1cccc([N+](=O)[O-])c1 (stereo not drawn),12%,2%,15%,3%,1.4%,
Cc1cccc(C)c1NC(=O)Nc1ccc2c(c1)OCO2,12%,-4%,-9%,-1%,i,
Cc1noc(NS(=O)(=O)c2ccc(N/C=C\C(=O)c3cccc4ccccc34)cc2)c1C,49%,9%,-13%,71%,1.2%,
COC(=O)[C@H](C)NC(=O)Nc1ccccc1C(F)(F)F,-4%,-5%,-8%,-7%,3.9%,
Cc1nc(-c2ccc(Cl)cc2)sc1C1(C)CC(c2ccncc2)=NO1 (stereo not drawn),9%,1%,-5%,7%,i,
CC1(NC(=O)c2cc(-c3cccs3)nn2-c2ccccc2)CCS(=O)(=O)C1 (stereo not drawn),3%,-2%,-2%,8%,9.9%,
COc1ccc(NC(=O)C2CC(=O)N(Cc3ccc(C)cc3)C2)cc1S(=O)(=O)N1CCCCC1 (stereo not drawn),-6%,4%,-2%,21%,i,
C=CCC[C@H](Cc1ccc(F)cc1)C(=O)OC[C@@H](Cc1c[nH]c2ccccc12)NC(=O)[C@H](CC=C)CC(=O)N[C@H](CO)Cc1ccccc1,-9%,1%,.,20%,4.7%,
COc1ccccc1NC(=O)N1CCCC1C(=O)Nc1ccc(NC(C)=O)cc1 (stereo not drawn),3%,-6%,5%,-11%,0.5%,VEEV TC-83 Vero 10K pilot screen=0.5
Cc1noc(C)c1S(=O)(=O)N(CC(=O)NCc1ccc2c(c1)OCO2)c1ccc(C(C)C)cc1,-6%,1%,-11%,.,6.3%,
SMILES,M. tuberculosis HTS,influenza NS1A,PhoP GFP inhibition,tuberculosis growth,VEEV TC-83 Vero,others
O=C(CCl)c1cc2c3c(c1)CC(=O)N3CCC2,?,-4%,16%,?,6.6%,
C=CCNC(=S)NNC(=O)C(CCC(C)C)CC(C)O (stereo not drawn),-12%,-1%,-1%,-20%,0.7%,
CCOC(=O)Cn1c(=S)[nH]c2c(oc3ccc(Cl)cc32)c1=O,2%,-13%,-5%,-18%,3.4%,
Cc1cc(C)c(N(CC(=O)NC(C)(C)C)C(=O)CNC(=O)c2cccs2)c(C)c1,-1%,.,-6%,0%,7.0%,
CN(C)C1=NC[C@H](Cc2ccccc2)N1CCCCc1ccccc1,-2%,-4%,4%,41%,i,
CC1CCN(c2ncccc2C(=O)O)CC1,2%,-6%,-6%,-29%,1.2%,
Cc1ccc(NC(=O)CSc2nnc(-c3ccncc3)n2C)cc1S(=O)(=O)N1CCOCC1,-9%,-2%,3%,-18%,i,
CCCC(C)CC1(CCO)C(=O)NC(=S)NC1=O (stereo not drawn),.,2%,.,.,3.5%,
COc1ccc2nc(NC(=O)c3ccc(-c4cccc([N+](=O)[O-])c4)o3)sc2c1,2%,.,-6%,8%,.,
Cc1cc(C(=O)NNC(=O)c2ccc(F)cc2)c(C)s1,-1%,-11%,.,19%,2.6%,

# Taken from the entries so far (4 entries):
SMILES,M. tuberculosis HTS,influenza NS1A,PhoP GFP inhibition,tuberculosis growth,VEEV TC-83 Vero,others
C=CCNC(=S)NNC(=O)C(CCC(C)C)CC(C)O (stereo not drawn),-12%,-1%,-1%,-20%,0.7%,
CCOC(=O)Cn1c(=S)[nH]c2c(oc3ccc(Cl)cc32)c1=O,2%,-13%,-5%,-18%,3.4%,
Cc1cc(C)c(N(CC(=O)NC(C)(C)C)C(=O)CNC(=O)c2cccs2)c(C)c1,-1%,.,-6%,0%,7.0%,
CN(C)C1=NC[C@H](Cc2ccccc2)N1CCCCc1ccccc1,-2%,-4%,4%,41%,i,
